Source: PubChem BioAssay (National Center for Advancing Translational Sciences (NCATS))
Nrf2 block: Nrf2 qHTS screen for inhibitors | Potency, µM (doses to about 46 µM), inactives show top-dose activity change, negative = inhibition, actives largely listed as inhibitors | actives 2.1% (n = 360,000) | A549 ARE-Fluc reporter, luciferase luminescence, 18-24 h; also: potency is read from the fitted curve at half-maximal effect; % is scaled to controls: 0 for no effect and ±100 for the full control effect; nearly all actives have a fitted effect of over 60% in size
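Concentration-response testing used A549 ARE_Fluc cells at 5000 cells/well. Following an 18-24 h compound incubation, viability was read by fluorescence (Ex 405/Em 525) and luciferase output by luminescence.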
TGFb inhibitor: qHTS for Inhibitors of TGF-b; actives 1.2% (n = 410,000); HepG2 CAGA-GFP TGF-b/SMAD3 reporter, GFP fluorescence, 18 h; TGF-beta stimulated, 500 pg/mL final; Potency, µM (titrated, usually from 46.1 µM), inactives show at the highest dose activity, negative = inhibition, usual class: inhibitors; AID 588855, 2011; also: potency is read from the fitted curve at half-maximal effect; % is scaled to controls: 0 for no effect and ±100 for the full control effect; nearly all actives have a fitted effect of over 65% in size
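Inhibition of TGF-beta-driven CAGA-GFP reporter expression in HEPG2 cells is measured by cellular GFP fluorescence after 18 h stimulation with 500 pg/mL recombinant TGF-beta in 1% FBS medium at 37 degrees C.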
HepG2 tox: qHTS for Inhibitors of TGF-b: Cytotox Counterscreen; HepG2 CAGA-GFP viability, ATP luminescence, 18 h; AID 588856, 2011; actives 0.76% (n = 410,000); Potency, µM (doses to about 46.1 µM), for the others: top-dose activity change, negative = cytotoxicity, usual class: cytotoxic; also: potency is read from the fitted curve at half-maximal effect; some results filed as inactive show a strong effect at the top dose
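HepG2 CAGA-GFP cells (1000/well, DMEM with 1% FBS) received compound, then TGF-beta at 500 pg/mL final, and were incubated 18 hours at 37 degrees C. Viability was read by CellTiter-Glo luminescence. Media-only wells were set as complete cell-killing and DMSO as no toxicity.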
IL1B secr inh: qHTS for Inhibitors of Inflammasome Signaling: IL-1-beta AlphaLISA Primary Screen; actives 4.7% (n = 360,000); activity change, % at 57.5 µM; THP-1 LPS/ATP IL-1B secretion, AlphaLISA, 16 h; active compounds read low; in the data active = activity change below about -50%; inconclusive = mostly about -30% to -49%; also: % is scaled to controls: 0 for no effect and ±100 for the full control effect
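THP-1 cells pretreated 1 hr with compounds (up to 57.5 uM final), then stimulated with LPS (250 ng/mL final) plus ATP (1.25 mM final); secreted IL-1B measured by AlphaLISA after 16 hr, decreased signal indicating inhibition.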
ATXN2 expr inh: Primary qHTS for Inhibitors of ATXN expression; HEK-293 ATXN2-luciferase reporter, luminescence, 24 h; Potency, µM (top dose mostly 57 µM), for the others: at the highest dose activity change, negative = inhibition, usual class: inhibitors; actives 0.72% (n = 360,000); AID 1745845, 2022; also: potency is read from the fitted curve at half-maximal effect; % is scaled to controls: 0 for no effect and ±100 for the full control effect; nearly all actives have a fitted effect of over 55% in size
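ATXN2-luciferase reporter cells (luciferase flanked by upstream and downstream ATXN2 gene portions) were treated 24 h at 37 °C with compounds at up to 57 uM. SteadyGlo luminescence gave expression; GF-AFC fluorescence gave viability.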
Nrf2 activator: qHTS of Nrf2 Activators | AREc32 ARE-luciferase reporter (MCF7-derived line), luminescence, 24 h | Potency, µM (highest dose often 46.1 µM), inactives show top-dose activation, most hits filed as activators | actives 0.31% (n = 410,000) | AID 624171, 2012; also: potency is read from the fitted curve at half-maximal effect; % of control where 0% means no effect; nearly all actives have a fitted effect of over 65% in size
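Cells of the AREc32 ARE-luciferase line are plated in OPTI-MEM containing 5% FBS and left overnight at 37 deg C. Compounds are pinned in, incubation continues 24 hr, and firefly luciferase signal is then measured.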
A549 viability: Nrf2 qHTS screen for inhibitors: counterscreen for cytotoxicity; A549 ARE-Fluc cells, CellTiter-Fluor viability, 18-24 h; Potency, µM (doses to about 46 µM), for the others: at the top dose activity change, negative = cytotoxicity, hits mostly inhibitors; actives 0.16% (n = 390,000); AID 504648, 2011; also: potency is read from the fitted curve at half-maximal effect; % is scaled to controls: 0 for no effect and ±100 for the full control effect
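A549 ARE-Fluc cells in 5% FBS OPTI-MEM, 5000 cells/well, rested 2 h then exposed to compounds in concentration-response for 18-24 h at 37 °C. Viability by CellTiter-Fluor fluorescence (Ex 405/Em 525) after 30 min; luciferase luminescence (BugLite, 15 min, RT) read afterwards.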
ATXN viability: Viability Counterscreen for Primary qHTS for Inhibitors of ATXN expression | actives 0.49% (n = 400,000) | Potency, µM (titrated, usually from 56.7 µM), actives largely listed as cytotoxic | S2 cells (HEK-293 line with an ATXN2-luciferase reporter) viability, CellTiter-Fluor protease fluorescence, 24 h | AID 651635, 2014; also: potency is read from the fitted curve at half-maximal effect; nearly all actives have a fitted effect of over 40% in size
MCF10A rerep: A quantitative high throughput screen for small molecules that induce DNA re-replication in MCF 10a normal breast cells. MCF 10A DNA re-replication, Hoechst nuclear intensity, 48 h. Potency, µM (highest dose often 46.1 µM), inactives show at the highest dose activity, positive = re-replication, hits mostly activators. actives 2.9% (n = 350,000); also: potency is read from the fitted curve at half-maximal effect; % of control where 0% means no effect; nearly all actives have a fitted effect of over 50% in size
An asterisk follows results filed as active; i = inactive; ? = inconclusive; nt = not tested or not shown; & = joins results of further samples; [ ] = remark or other dose. Unless noted, calls follow the shape of the dose curve; as a rule, active = well fitted curve in the direction sought with a large enough effect; inconclusive = small, poorly fitted or top-dose-only effect, or another doubt; inactive = no such curve, though single readings can be large; an effect the other way counts as inactive or inconclusive.

| Molecule | ATXN2 expr inh | ATXN viability | A549 viability | Nrf2 block | MCF10A rerep | TGFb inhibitor | HepG2 tox | IL1B secr inh | Nrf2 activator |
| --- | --- | --- | --- | --- | --- | --- | --- | --- | --- |
| Cc1ccc(CNC(=O)c2ccc3nc(SCc4ccc(F)cc4)[nH]c3c2)cc1 | ? | ? | -11% | ? | nt | ? | -29% | nt | -1.4% |
| COc1ccc(C(C(=O)NC2CCCC2)N(Cc2cccnc2)C(=O)Cc2cccs2)c(OC)c1 (stereo not given) | -4% | i | -12% | 1% | 2% | 7% | 1% | 9 | -0.1% |
| Cc1no[n+]([O-])c1COc1ccc(/C=C(\C#N)C(N)=O)cc1 | 2% | i | 1% | -6% | 2% | -6% | -8% | 0 | ? |
| Cc1c(OCC(=O)NCCCN2CCOCC2)ccc2c3c(c(=O)oc12)CCC3 | -1% | i | 4% | -3% | 1% | -3% | -1% | 0 | 0.0% |
| COc1ccc2[nH]c(C)c(CCN(Cc3cccs3)C(=S)Nc3ccccc3)c2c1 | -31% | ? | -26% | -17% | 14% | ? | -24% | -50* | 5.3% |
| O=C(N/C(=C\c1ccc2c(c1)OCO2)C(=O)N1CCOCC1)c1cccs1 | 0% | i | -2% | -23% | 14% | -8% | 12% | -7 | -0.2% |
| CCCn1cc(S(=O)(=O)c2ccccc2)c(=O)c2cc(F)c(N3CCN(C)CC3)cc21 | 0% | ? | -10% | 12% | 1% | -5% | -2% | 4 | -0.5% |
| CCCSCCCNC(=O)Cn1c(-c2cccs2)cc2ccccc21 | -3% | i | 0% | ? | nt | ? | -28% | nt | 8.5% |
| COC(=O)C1=C(COc2ccccc2)NC(=O)NC1c1ccc(Cl)cc1 (stereo not given) | -11% | i | 9% | 7% | 12% | 8% | -16% | -28 | -0.6% |
| CC(=O)C1=C(C)N=c2s/c(=C/c3ccc4c(c3)OCO4)c(=O)n2C1c1ccc(N(C)C)cc1 (stereo not given) | 3% | i | -11% | 1% | 6% | 6% | -9% | -13 | 0.6% |
| COC(=O)CN1C(=O)CSc2ccc(S(=O)(=O)Nc3ccc(F)c(Cl)c3)cc21 | nt | nt | -13% | -2% | nt | ? | -45% | nt | 0.4% |
| CCOC(=O)c1c(N)sc(C(=O)N(CC)CC)c1C | 2% | i | 0% | -3% | 2% | 3% | 3% | 10 | -0.7% |
| Cn1cc(/C=N/NC(=O)c2ccc(C#N)cc2F)c2ccccc21 | 15% | i | -9% | 14% | 0% | 15% | -11% | 4 | 2.9% |
| Cc1ccc(C2CC(c3ccccc3)n3ncnc3N2)cc1 (stereo not given) | -3% | i | -5% | -2% | 5% | 28% | 8% | ? | -0.1% |
| O=C(c1ccccc1OC(F)F)N1CCN(S(=O)(=O)c2ccc3c(c2)OCCCO3)CC1 | -1% | i | 4% | ? | 1% | 1% | -26% | -4 | -1.2% |
| Cc1ccccc1C(=O)Nc1ccc(C(=O)N/N=C/c2ccc(F)cc2)cc1 | nt | i | -3% | -27% | ? | ? | -35% | -12 | -1.0% |
| CC1CC(C)CN(C(=O)c2ccccc2Nc2ccc(SC(F)F)cc2)C1 (stereo not given) | -19% | i | -30% | -17% | ? | ? | -32% | -10 | 4.6% |
| CC(C)CNC(=O)COc1ncnc2ccccc12 | -2% | i | 0% | 7% | 14% | -3% | -23% | 22 | 7.2% |
| COc1ccc(CNC(=O)c2cccc(NC3=NC4CS(=O)(=O)CC4S3)c2)cc1 (stereo not given) | -15% | i | 11% | ? | -9% | 3% | -6% | 6 | -0.8% |
| CC1(C)CC(=O)C2=C(C1)OC(N)=C(C#N)C2c1ccc2c(c1)OCO2 (stereo not given) | -1% | i | 1% | -17% | -6% | -19% | 15% | -15 | 0.1% |
| CC(OC(=O)c1cc(=O)[nH]c2ccccc12)c1ccccc1 (stereo not given) | 34%[activator] | i | -2% | 4% | 0% | 3% | -4% | -6 | 5.9% |
| O=C(COc1ccc2ccccc2c1)NC1CC(=O)N(c2ccc(F)cc2)C1 (stereo not given) | nt | nt | 4% | nt | nt | 1% | 3% | nt | 4.0% |
| CC(NC(=O)Cn1cccc1C(=O)c1ccccc1)c1ccccc1 (stereo not given) | 11% | i | 1% | 1% | -1% | 1% | 3% | -10 | 0.1% |
| CCCCn1c(N)c(N(CCOC)C(=O)C2CC(=O)N(c3cccc(SC)c3)C2)c(=O)[nH]c1=O (stereo not given) | 0% | i | -8% | 5% | 1% | -6% | -1% | 2 | -0.7% |
| C[C@H](CO)N1C[C@H](C)[C@@H](CN(C)S(=O)(=O)c2cccs2)Oc2c(NC(=O)Nc3ccccc3)cccc2C1=O | -4% | i | -7% | 1% | -2% | 16% | 7% | -10 | 0.1% |
| Cc1ccc(-n2c(=O)c3c(c4cc(C)ccc4n3C)n(CC(=O)NCC3CCCO3)c2=O)cc1 (stereo not given) | 5% | i | 0% | 22% | nt | 10%&-4% | 4%&-10% | 11 | 0.0%&-1.2% |
| CCCN(CC(=O)Nc1ccccc1C)C(=O)C1CC(=O)N(c2cccc(C)c2C)C1 (stereo not given) | -2% | i | 2% | 1% | -9% | -20% | 3% | 4 | -0.9% |
| OCCNc1ncnc2c1sc1nc(N3CCOCC3)c3c(c12)CCC3 | -20% | i | 8% | ? | 1% | -7% | -13% | -53* | -0.6% |
| O=C(NC(=S)NC1CCSC1=O)c1cccc([N+](=O)[O-])c1 (stereo not given) | -5% | i | -4% | 6% | -2% | -2% | 11% | 0 | -0.5% |
| CCOC(=O)CCNC(=O)Nc1ccc2nc(C)n(Cc3cccc(Cl)c3)c(=O)c2c1 | -8% | i | -4% | -26% | ? | ? | -39% | ? | 0.4% |
| NC(=O)c1c(NC(=S)Nc2ccc(F)cc2)sc2c1CCCC2 | -17% | ? | -5% | 1% | -6% | 7% | -4% | -9 | -0.3% |
| Cc1nn(-c2ccc(F)cc2)c(C)c1CN1CCN(CCc2ccccc2)C(CCO)C1 (stereo not given) | nt | i | 1% | 0% | ? | -21% | -20% | -2 | 0.4% |
| Cc1cc(Cl)ccc1NC(=O)CN1C(=O)COc2ccc(S(=O)(=O)Nc3ccccc3)cc21 | -9% | ? | -9% | 16% | nt | 14µM* | -19% | nt | 6.2% |
| O=C(C1CCCC1)N1CCC(CC2CC(c3cccc(Br)c3)=NO2)(C(=O)NCC2CCCCC2)CC1 (stereo not given) | -25% | i | ? | ? | -7% | ? | -6% | 0 | 5.0% |
| CC1CCc2c(nc3ncnn3c2N2CCN(c3ccccc3)CC2)C1 (stereo not given) | 6% | i | 3% | 13% | 19% | -14% | 5% | -26 | -1.0% |
| COc1ccccc1C(=O)Nc1cc2ccccc2oc1=O | 61%[activator] | i | 16% | nt | 10% | -9% | -2% | 28 | 15% |
| O=C1c2ccccc2S(=O)(=O)N1Cc1c(F)cccc1Cl | 4% | i | 0% | ? | -2% | -5% | -3% | 11 | 0.1% |
| CCn1c(=O)c(C(=O)CN2CCN(S(=O)(=O)c3cc(C)ccc3C)CC2)c(N)n(Cc2ccccc2)c1=O | -23% | i | -25% | ? | ? | 11µM* | -14% | 0 | -0.2%[9.22 µM] |
| CC(C)CN1C(=O)C(=O)N(CC(=O)NCc2ccc3c(c2)OCO3)C1=O | 5% | i | 4% | 0% | 2% | ? | -2% | 12 | 2.5% |
| CCCN1CCN(CCCNC(=O)C2CCN(c3nnc(-n4c(C)ccc4C)s3)CC2)CC1 | -2% | i | 2% | 13% | 18% | 17% | 7% | 30 | 11% |
| CCc1cccc(-n2c(=O)c3cccnc3n2CC(=O)NCc2ccc(C)cc2)c1 | nt | nt | -14% | ? | nt | -21% | -1% | nt | 3.4% |
| Cc1nnc(N2CCC(C(=O)NCCC(C)C)CC2)c2nn(-c3ccc(Cl)cc3)c(C)c12 | -11% | i | -13% | 29% | nt | ? | -4% | nt | 0.0% |
| O=C(CNC(=O)c1sc2ccccc2c1Cl)NCc1cccnc1 | 1% | i | 11% | -21% | -2% | 8% | -6% | 2 | 1.7% |
| Cc1cccc(-n2cnc3cc(C(=O)N4CCCCC4)ccc32)c1 | 60%[activator] | i | 2%&13% | ? | 4% | 12% | -14% | -26 | 3.0% |
| CCOC(=O)CNC(=O)c1cc2c(=O)n(CC)c3ccccc3c2s1 | 9% | i | 0% | 4% | nt | -3% | 6% | nt | -0.2% |
| CCN(Cc1ccccc1)C(=O)c1cc(-c2ccccc2)n[nH]1 | 33%[activator] | i | 2% | ? | nt | -2% | -33% | nt | 8.0% |
| CC1Cc2[nH]c(=S)[nH]c(=O)c2C(C)O1 (stereo not given) | 15% | i | nt | nt | nt | nt | nt | 59 | -0.7% |
| CC(C)Cc1ccc(C(C)/C=C2/CCC(CN3CCCCC3)C2=O)cc1 (stereo not given) | ? | nt | 17% | -8% | 15µM* | 16µM* | -72% | -106* | 13µM* |
| O=C(COc1ccccc1F)NNC(=O)c1cccc(-n2cccc2)c1 | 9% | i | 1% | 2% | -1% | -3% | -3% | 27 | -0.1% |

Two entries from above, with each value named.
CCn1c(=O)c(C(=O)CN2CCN(S(=O)(=O)c3cc(C)ccc3C)CC2)c(N)n(Cc2ccccc2)c1=O
- ATXN2 expr inh: -23%
- ATXN viability: i
- A549 viability: -25%
- Nrf2 block: ?
- MCF10A rerep: ?
- TGFb inhibitor: 11µM*
- HepG2 tox: -14%
- IL1B secr inh: 0
- Nrf2 activator: -0.2%[9.22 µM]

CC(C)CN1C(=O)C(=O)N(CC(=O)NCc2ccc3c(c2)OCO3)C1=O
- ATXN2 expr inh: 5%
- ATXN viability: i
- A549 viability: 4%
- Nrf2 block: 0%
- MCF10A rerep: 2%
- TGFb inhibitor: ?
- HepG2 tox: -2%
- IL1B secr inh: 12
- Nrf2 activator: 2.5%
